Compound activity as filed in PubChem BioAssay.
hERG WT inh: qHTS for Inhibitors of KCHN2 3.1: Wildtype qHTS | activity change, % at 1.84 µM | U2OS, BacMam KCNH2, thallium flux FluxOr; stronger effect = lower value | Voltage-gated inwardly rectifying potassium channel KCNH2 (Homo sapiens), Q12809 | 340,000 tested, 0.37% active;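 active means maximum activity change below -70%; inconclusive means maximum activity change between -70% and -50%; inactive means maximum activity change above -50%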; further: on the % scale 0 is the no-effect control and ±100 the full control effect
Target sequence (Q12809 whole entry, looked up): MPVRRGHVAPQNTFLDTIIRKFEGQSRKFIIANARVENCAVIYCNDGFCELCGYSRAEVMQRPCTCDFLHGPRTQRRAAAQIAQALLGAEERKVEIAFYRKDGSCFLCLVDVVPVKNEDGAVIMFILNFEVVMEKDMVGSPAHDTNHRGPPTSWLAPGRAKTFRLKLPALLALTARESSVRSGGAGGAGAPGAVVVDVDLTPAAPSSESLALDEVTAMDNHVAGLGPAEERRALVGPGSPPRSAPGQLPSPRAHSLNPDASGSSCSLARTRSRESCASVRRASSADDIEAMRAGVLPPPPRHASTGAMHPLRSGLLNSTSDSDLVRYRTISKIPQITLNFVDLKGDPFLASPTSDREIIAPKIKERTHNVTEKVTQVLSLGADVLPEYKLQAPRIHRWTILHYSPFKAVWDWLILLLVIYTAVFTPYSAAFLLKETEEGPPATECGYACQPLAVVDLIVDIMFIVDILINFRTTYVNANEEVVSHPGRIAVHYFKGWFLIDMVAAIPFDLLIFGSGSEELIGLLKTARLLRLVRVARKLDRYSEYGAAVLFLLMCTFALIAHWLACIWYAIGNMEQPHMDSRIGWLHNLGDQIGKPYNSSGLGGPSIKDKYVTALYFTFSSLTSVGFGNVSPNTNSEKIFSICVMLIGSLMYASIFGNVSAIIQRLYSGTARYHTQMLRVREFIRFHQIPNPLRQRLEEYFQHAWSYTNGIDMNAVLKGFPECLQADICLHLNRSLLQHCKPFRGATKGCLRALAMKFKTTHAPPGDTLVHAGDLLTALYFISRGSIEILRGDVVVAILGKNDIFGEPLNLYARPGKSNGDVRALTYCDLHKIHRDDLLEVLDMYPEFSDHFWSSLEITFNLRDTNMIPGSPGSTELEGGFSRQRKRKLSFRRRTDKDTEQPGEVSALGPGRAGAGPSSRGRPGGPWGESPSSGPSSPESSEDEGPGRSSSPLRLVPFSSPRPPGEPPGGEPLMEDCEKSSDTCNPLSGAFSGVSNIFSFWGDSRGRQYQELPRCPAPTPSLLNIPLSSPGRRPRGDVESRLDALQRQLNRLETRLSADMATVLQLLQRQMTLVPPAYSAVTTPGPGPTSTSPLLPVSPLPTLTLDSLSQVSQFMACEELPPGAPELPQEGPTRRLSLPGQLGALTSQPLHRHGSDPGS
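U2OS cells transduced with wild-type KCNH2 virus are loaded with FluxOr dye for 45 min, and thallium flux is measured in kinetic reads before and after stimulation buffer. Rate constants are normalized to DMSO controls.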
GALK inh: qHTS Assay for Inhibitors of Human Galactokinase (GALK); P51570; Purified GALK, Kinase-Glo residual ATP luminescence; Potency, µM (titrated, usually from 57.5 µM), for inactives: at the highest dose activity change, negative = inhibition, actives largely listed as inhibitors; 270,000 tested, 0.007% active; further: potency means the concentration at half of the fitted maximal effect; on the % scale 0 is the no-effect control and ±100 the full control effect
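5 nM enzyme, 35 uM ATP, 100 uM galactose, 20 mM HEPES pH8.0, 5 mM MgCl2; 1 h RT; residual ATP by Kinase-Glo Plus luminescence, qHTS format.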
ASM inhibitor: Inhibitors of Secretory Acid Sphingomyelinase (S-ASM): qHTS; Sphingomyelin phosphodiesterase (Homo sapiens), P17405; placental ASM, HMU-PC fluorogenic substrate, 60 min; Potency, µM (titrated, usually from 57.5 µM), for the others: top-dose activity change, negative = inhibition, usual class: inhibitors; 340,000 tested, 0.006% active; AID 504937, 2011; further: potency means the concentration at half of the fitted maximal effect
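Fluorogenic HMU-PC substrate (9 uM final) is turned over by placental ASM in 60 min at 37 C after a 10 min compound preincubation. Reaction ended by alkaline stop (pH 10), with fluorescence read at 386/447 nm.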
AT treatment: qHTS Assay for Identifying a Potential Treatment of Ataxia-Telangiectasia | […] A-T fibroblasts, KAP-1 phosphorylation AlphaLISA; neocarzinostatin DNA damage 30 min before lysis | Potency, µM (top dose mostly 57.5 µM), without a hit: top-dose activation, hits mostly activators | 320,000 tested, 0.19% active | AID 485349, 2010; further: potency means the concentration at half of the fitted maximal effect; % of control where 0% means no effect; nearly all actives have a fitted effect of over 45% in size
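hTERT-immortalized A-T patient fibroblasts ([…]), 500 cells/well in OPTI-MEM, 1% FBS, got compounds for 60 min, then NCS for 30 min at 37C. Lysates were then assayed for phospho-KAP-1 by AlphaLISA (anti-pKAP1 donor, anti-KAP1 acceptor beads), 6 hr at 25C.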
KCNH2 3.1 block: qHTS for Inhibitors of KCHN2 3.1: Mutant qHTS | U2OS KCNH2 3.1, thallium flux FluxOr; stronger effect = lower value | activity change, % (tested at about 1.8 µM) | 340,000 tested, 0.95% active | AID 720553, 2013;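 active means maximum activity change below -70%; inconclusive means maximum activity change from -70% to -50%; inactive means maximum activity change above -50%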;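 further: thallium influx rate constant from kinetic fluorescence after stimulation buffer; on the % scale 0 is the no-effect control and ±100 the full control effect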
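We transduce U2OS cells with the mutant 3.1 virus, culture them overnight, load FluxOr with Red40 quencher for 45 min, then add stimulation buffer and read kinetically for 2 min to derive a normalized rate constant.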
MLL CXXC-DNA inh: qHTS Fluorescence Polarization Assay for Inhibitors of MLL CXXC domain - DNA interaction. Histone-lysine N-methyltransferase 2A (Homo sapiens), Q03164. MLL-CXXC / FITC-HOXA9 DNA fluorescence polarization. Potency, µM (top dose mostly 115 µM), for the others: at the top dose activity change, negative = inhibition, hits mostly inhibitors. 290,000 tested, 0.037% active; active means well fitted inhibition curve with a large enough effect in the polarisation, with a control signal flat, not every such curve was filed as active; inconclusive means small, poorly fitted or top-dose-only effect, or effect the other way, or a change in a side signal; inactive means no such curve, though single readings can be large or run the other way; the % refers to the polarisation; further: potency means the concentration at half of the fitted maximal effect
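Steps: dispense CXXC domain solution (7 uM) → pin compounds or unlabeled HOX-A9 DNA control → 5 min ambient → add FLSN-HOX-A9 solution (50 nM) → spin → 30 min ambient → fluorescence polarization. Tris pH 7.5/NaCl/DTT/BSA buffer.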
TRPV1 ag: HTS Assay for Compounds that Act as Agonists of the Vanilloid Receptor 1. TRPV1-expressing cells, Fluo-8 calcium influx, agonist mode. AID 540275, 2011. Transient receptor potential cation channel subfamily V member 1 (Homo sapiens), Q8NER1. 320,000 tested, 0.19% active. activation, % at 8.33 µM; in the data active means activation above about 80%; inconclusive means between about 30% and that limit; further: 0% is about no effect
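Cells expressing TRPV1 were dye-loaded with Fluo-8 and read kinetically: 10 s baseline, 3 min after compound (agonist portion), then 2 min after EC20 capsaicin (allosteric enhancer portion). Calcium-bound dye fluorescence at 480/520 nm.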
Coupling enz: qHTS Assay for Inhibitors of Fructose-1,6-bisphosphate Aldolase from Giardia Lamblia: Coupling assay counterscreen; coupling enzyme system counterscreen, AmpLite Red fluorescence; activity change, negative = inhibition, % at 58.2 µM, hits read low; 290,000 tested, 0.67% active; in the data active means activity change below about -30%; further: on the % scale 0 is the no-effect control and ±100 the full control effect
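Counterscreen lacking aldolase: glyceraldehyde-3-phosphate coupling-enzyme reagent preincubated 10 min at RT with compound (at 57.5 uM final), then substrate/coupling system with AmpLite Red added; fluorescence read at 525/598 nm after 20 min RT.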
a7 integrin act: qHTS for Activators of Integrin-Mediated Alleviation for Muscular Dystrophy; alpha7betagal myoblasts, beta-gal FDG fluorescence, 48 h; 350,000 tested, 0.064% active; Potency, µM (top dose mostly 38.3 µM), for inactives: top-dose activation, most hits filed as activators;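 further: potency means the concentration at half of the fitted maximal effect; 100% = response of the positive control SU9516; nearly all actives have a fitted effect of over 60% in size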
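alpha7betagal+/- myoblasts (passage 13, 250/well) treated 48 h at 37C with compounds at 1:260 dilution of DMSO stock. Lysed, then beta-galactosidase activity read as FDG fluorescence (ex 480/em 540) after 30 min, with pre-read for autofluorescence.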
MBNL1-CUG inh: qHTS Assay for Inhibitors of MBNL1-poly(CUG) RNA binding. Potency, µM (series often up to 57.5 µM), for inactives: at the highest dose activity change, negative = inhibition, most hits filed as inhibitors. 280,000 tested, 0.036% active. TR-FRET MBNL1-His/biotin-(CUG)12 binding, 665/545 ratio. AID 2675, 2010. Muscleblind-like protein 1 (Homo sapiens), Q9NR56; active means well fitted inhibition curve with a large enough effect in the signal ratio, with a control signal flat, not every such curve was filed as active; inconclusive means small, poorly fitted or top-dose-only effect, or effect the other way, or a change in a side signal; inactive means no such curve, though single readings can be large or run the other way; the % refers to the signal ratio; further: potency means the concentration at half of the fitted maximal effect; on the % scale 0 is the no-effect control and ±100 the full control effect
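His-tagged MBNL1 binding to biotinylated (CUG)12 RNA was measured by TR-FRET using terbium anti-His antibody (0.055 ng/ul final) and streptavidin-XL665 (5 nM final). Compounds were titrated 92 nM to 58 uM; 60 min at room temperature.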
Numbers without * were called inactive; u = inconclusive; x = not tested or not shown; [ ] = another dose, or the depositor's remark. Unless noted, the call rests on the fitted dose curve; in most records, active means well fitted curve in the direction sought with a large enough effect; inconclusive means small, poorly fitted or top-dose-only effect, or another doubt; inactive means no such curve, though single readings can be large; an effect the other way counts as inactive or inconclusive.

SMILES	hERG WT inh	GALK inh	ASM inhibitor	AT treatment	KCNH2 3.1 block	MLL CXXC-DNA inh	TRPV1 ag	Coupling enz	a7 integrin act	MBNL1-CUG inh
CCOc1ccc(N2C(=O)Nc3ccccc3C2(O)C(=O)NCc2ccc3c(c2)OCO3)cc1 (configuration not stated)	-3	-5%	4%	0%	-8	1%	x	0	13%	-6%
O=C(c1ccc(Cl)cc1[N+](=O)[O-])N1CCc2ccccc2C1	0	7%	0%	-2%	16	3%	8	4	-1%	u
CCN1C(=O)[C@H]2[C@H]3CN=C(SC)N3[C@@](CC)(C(=O)OC)[C@H]2C1=O	-28	x	6%	0%	-2	x	x	x	-13%	x
CN(C)CCCOC(=O)c1ccc(Cl)cc1	0	-3%	-1%	3%	x	1%	-3	2	-24%	4%
CCOc1ccc(N(CC(=O)NCc2ccccc2)C(=O)CCC(=O)Nc2nccs2)cc1	-8	0%	-1%	-3%	0	2%	0	0	7%	-3%
Cc1ccc(/C=C/c2onc(C)c2S(=O)(=O)N2CCC(C(=O)N3CCN(C)CC3)CC2)cc1	-3	6%	1%	-1%	-12	-8%	22	2	-43%	u
CC(=O)Nc1cccc(/C(C)=N/NC(N)=S)c1	1	0%	-1%	0%	22	-2%	-1	0	12%	1%
CC(=O)N1c2ccc(S(=O)(=O)NCCC(=O)NCc3ccc(F)cc3)cc2CC1C (configuration not stated)	-10	7%	5%	0%	4	10%	4	0	9%	2%
CCNC(=S)N1CCC(Cc2ccccc2)CC1	-2	-4%	4%	-21%	-2	-6%	3	x	u	-4%
FC(F)(F)c1nnc2ccc(Cl)nn12	11	-3%	0%	0%	-4	2%	-1	2	-5%	0%
CC(C)OC(=O)c1cn(-c2ccccc2)nc1-c1ccc2c(c1)OCCO2	-10	0%	4%	3%	-3	-16%	u	-6	21%	8%
C=C(C)[C@@H]1CCC2(C(=O)O)CC[C@]3(C)[C@H](CC[C@@H]4[C@@]5(C)CCC(=O)C(C)(C)[C@@H]5CC[C@]43C)[C@@H]12 (some centres not stated)	8	x	1%	-5%	-1	4%	0	-1	0%	30%
O=C(/C=C/c1ccco1)NCCc1ccc(F)cc1	-1	-1%	0%	5%	5	36%[activator]	-2	0	-45%	-5%
Cc1ccnc(N/C=C(\C#N)c2nc(-c3cccc(Br)c3)cs2)c1	-6	-1%	24%	27%	6	u	-5	-2	-48%[inhibitor]	u
Cc1ccc(NC(=O)Cn2c(O)c(N=NC(N)=S)c3ccccc32)cc1	4	x	-1%	-9%	-15	14%	-2	1	-30%	-1%
CC(Oc1ccccc1Cl)C(=O)N(Cc1ccco1)C1CCS(=O)(=O)C1 (configuration not stated)	-6	0%	3%	8%	10	3%	2	-1	u	-8%
COc1ccc(CC2=C(O)c3ccccc3C(=O)C2=O)cc1	12	1%	0%	3%	10	-29%	6	-2	0%	u
O=C(CS(=O)(=O)Cc1ccccc1)N1CCN(Cc2ccc3c(c2)OCO3)CC1	-8	-2%	2%	3%	9	1%	-2	2	-9%	2%
O=C(c1ccco1)N1CCN(c2nc3ccccc3c(=O)n2-c2ccccc2)CC1	16	2%	-8%	5%	15	-2%	25	-1	13%	-12%
COc1ccc(C(=O)NCCC2=CCCCC2)cc1	-6	0%	-2%	-6%	13	2%	u	-1	34%	-7%
Cc1cccc(N(C(=O)CCC(=O)Nc2nccs2)C(C(=O)NC(C)(C)C)c2ccc(O)cc2)c1 (configuration not stated)	4	-3%	-3%	-4%	8	-1%	-1	-3	1%	1%
O=c1[nH]ncn1-c1ccc(Br)cc1	-4	1%	2%	3%	2	-3%	2	1	u	7%
CN(C)Cc1c(C(=O)N/N=C/c2cccc(OCc3ccc(F)cc3)c2)nnn1-c1nonc1N	15	17%	-6%	4%	-3	-10%	-1	-6	-34%	-4%
CCOC(=O)COc1cnc2ccccc2n1	-1	-1%	7%	5%	-7	2%	-1	-1	0%	16%
CCOC(=O)/C(C#N)=C(\N)C(C)C(=O)Nc1ccccn1 (configuration not stated)	4	3%	-11%	8%	u	-4%	0	1	u	2%

A few values from the list:
KCNH2 3.1 block result of CC(=O)N1c2ccc(S(=O)(=O)NCCC(=O)NCc3ccc(F)cc3)cc2CC1C (configuration not stated) is entered as 4
TRPV1 ag result of CN(C)Cc1c(C(=O)N/N=C/c2cccc(OCc3ccc(F)cc3)c2)nnn1-c1nonc1N is entered as -1

(next part)
SMILES	hERG WT inh	GALK inh	ASM inhibitor	AT treatment	KCNH2 3.1 block	MLL CXXC-DNA inh	TRPV1 ag	Coupling enz	a7 integrin act	MBNL1-CUG inh
Cc1cccc(NC(=S)NC2CCCCC2)n1	-2	-1%	-2%	1%	3	0%	19	-3	-2%	3%
OCC1CCCCN1C(=S)Nc1ccc(Cl)cc1Cl (configuration not stated)	-7	7%	9%	5%	-2	5%	5	4	2%	-5%
CCOC(=O)N1CCN(Cc2ccccc2Cl)CC1	42	-3%	0%	x	4	0%	3	1	18%	-8%
CCOC(=O)C(=O)NNc1ccc(C)cc1	-3	0%	6%	-3%	0	0%	2	3	0%	-10%
CCc1ccc(-c2nc(CS(=O)CC(=O)NC3CCCCCC3)c(C)o2)cc1 (configuration not stated)	3	6%	-7%	8%	-7	-1%	-2	x	-23%	4%
COc1ccc(N2C(=O)CC(N(Cc3ccco3)C(=O)CCC(=O)O)C2=O)cc1 (configuration not stated)	-5	6%	6%	6%	3	-5%	-1	4	4%	-3%
CC(NC(=O)c1cc(=O)[nH]c2ccccc12)c1ccc(F)cc1F (configuration not stated)	1	4%	5%	1%	4	9%	1	-1	0%	35%[activator]
O=C(NCc1ccco1)NCC(F)(F)F	-2	-4%	0%	4%	1	0%	3	0	-3%	-7%
CS(=O)(=O)N1CCCC(C(=O)c2cccc(Cl)c2)C1 (configuration not stated)	-4	7%	8%	1%	0	-8%	5	-2	0%	2%
CSc1ncccc1C(=O)OCC(=O)Nc1ccc(Cl)cn1	31	x	0%	11%	1	x	x	x	19%	x
COc1ccc2oc(C(=O)Nc3ccccc3N3CCOCC3)c(C)c2c1	-1	x	11%	-2%	1	x	2	x	16%	x
CCC(=O)N1CCN(c2ccc(NC(=S)NC(=O)c3cc4ccccc4o3)cc2)CC1	6	-1%	0%	12%	x	27%	2	x	-13%	7%
COc1ccc(OCC(=O)NNC(=O)c2ccccc2OCc2c(C)noc2C)cc1	-2	x	0%	23%	0	x	3	x	-20%	x
CC(=O)N1CCN=C1SCc1cccc(Cl)c1	-2	-8%	2%	-1%	-2	36%[activator]	-1	x	-7%	0%
COc1cc(C(=O)Nc2sc(C(=O)N3CCOCC3)c(C)c2C#N)cc(OC)c1OC	4	-2%	3%	0%	16	-2%	-4	2	26%	4%
Cc1ccccc1NC(=O)Cn1nnc(S(=O)(=O)c2ccc(C(C)(C)C)cc2)c1N	7	x	1%	0%	0	39%[activator]	-2	5	u	14%
C[C@H](CO)N1C[C@H](C)[C@@H](CN(C)S(=O)(=O)c2ccc(F)cc2)Oc2ccc(NS(=O)(=O)c3ccccc3)cc2C1=O	7	x	5%	3%	-1	x	x	x	-4%	x
CN1CCN(S(=O)(=O)c2cc(Cl)c(Cl)cc2Cl)CC1	-1	0%	-1%	2%	-1	-13%	12	-4	5%	-2%
Cc1nn(CC(=O)c2cccc(Cl)c2)c(C)c1[N+](=O)[O-]	10	10%	-1%	6%	-34	40%[activator]	3	2	12%	-2%
CCc1c(C)c(C#N)c2nc3ccccc3n2c1NCc1ccco1	25	0%	383%[activator]	3%	0	-3%	26	-6	-8%	u
CN(C(=O)CSc1nc2cc(Cl)ccc2c(=O)n1Cc1ccco1)C1CCS(=O)(=O)C1 (configuration not stated)	5	1%	-1%	-3%	-15	-1%	0	3	21%	x
CCOc1ccc(N(CC(=O)Nc2ccc(C)c(C)c2)S(=O)(=O)c2c(C)noc2C)cc1	5	-3%	-10%	-3%	0	2%	3	-5	-9%	-2%
Cc1ccc(-c2nn(-c3ccc(F)cc3)cc2C(=O)N(C)CC(=O)Nc2ccc(N3CCOCC3)cc2)cc1	2	x	-4%	-4%	24	x	3	x	14%	x
